High-throughput results as filed in PubChem.
Polio RdRp inh: inhibitors of poliovirus RNA polymerase binding and polymerization; P03300; poliovirus polymerase elongation, fluorescence polarization; hits give low values; % elongation, % (compound at 16.7 µg/mL); 150,000 tested, 0.66% active; in the data active means % elongation below about 90%; further: some results filed as inactive read as strong as hits
Target sequence (P03300 1749-2209 limits assumed): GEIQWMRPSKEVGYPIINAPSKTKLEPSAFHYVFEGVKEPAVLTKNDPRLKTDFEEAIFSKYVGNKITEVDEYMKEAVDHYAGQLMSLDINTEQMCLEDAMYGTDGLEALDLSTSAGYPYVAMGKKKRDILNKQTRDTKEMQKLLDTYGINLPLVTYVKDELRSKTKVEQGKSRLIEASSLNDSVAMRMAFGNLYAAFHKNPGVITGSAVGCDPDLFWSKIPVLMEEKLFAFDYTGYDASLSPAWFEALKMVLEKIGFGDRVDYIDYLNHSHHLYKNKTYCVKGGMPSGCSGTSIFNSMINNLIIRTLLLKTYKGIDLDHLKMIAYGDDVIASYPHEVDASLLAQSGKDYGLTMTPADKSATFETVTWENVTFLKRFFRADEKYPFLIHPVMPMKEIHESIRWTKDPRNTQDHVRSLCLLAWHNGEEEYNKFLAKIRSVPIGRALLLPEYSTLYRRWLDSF
Polio RdRp inh FP z-score: further read-out of Polio RdRp inh, marked with its call; z-score; measured here: FP z-score; hits read low
Active calls of the source: *; & = joins results of further samples. This is a subset. The share of hits here may be higher or lower than overall.

Start of the data: the first 2 records as a preview:
cpd	structure	Polio RdRp inh	Polio RdRp inh FP z-score
1	S=c1[nH]nc(Cc2cccc3ccccc23)o1	103.0	0
2	Cc1nc(N)sc1C	102.0	-0.1

Results, repeating the preview:
cpd	structure	Polio RdRp inh	Polio RdRp inh FP z-score
1	S=c1[nH]nc(Cc2cccc3ccccc23)o1	103.0	0
2	Cc1nc(N)sc1C	102.0	-0.1
3	CC1(C)OC(=O)CC1C(=O)O (stereo not given)	102.0	0.1
4	COc1ccc(NC(=O)C(=O)NCC2(c3ccccc3)CCCC2)c(OC)c1	105.0	-0.3
5	CCC(=O)OC1CSc2nc3ccccc3n2C1 (stereo not given)	104.0	0.9
6	Cc1nc2ccn(Cc3cccnc3)c(=O)c2cc1C(=O)Nc1ccc(F)cc1F	112.0	1.1
7	COc1cccc2cc(C(=O)NC3=C(C#N)CCC3)c(=O)oc12	98.0	-0.3
8	CN(Cc1ccccc1)C(=O)c1cn(C)c2ccc(S(=O)(=O)N(C)C3CCCCC3)cc2c1=O	106.0	0.4
9	COc1ccc(CCC(=O)NC2CC(=O)N(c3ccc(OC)cc3)C2)cc1 (stereo not given)	104.0	-0.7
10	O=C(Cn1c(=O)oc2ccccc21)N(C1CCCCC1)C1CCCCC1	99.0	-0.3
11	CC(=O)Oc1cc(C)c2c(c1)oc(=O)c1ccccc12	99.0	-0.1
12	N=C(N)N=Nc1ccc(O)cc1	99.0	-1.2
13	Cc1ccc(C)c(CSc2nc3ccncc3n2Cc2nc(-c3ccccc3Cl)oc2C)c1	106.0	-0.3
14	CCn1cc(C(=O)NCCc2ccc(Cl)cc2)c(=O)c2cc(S(=O)(=O)N3CCc4ccccc4C3)ccc21	107.0	0.6
15	O=C(/C=C/c1ccco1)Nc1ccccc1C(=O)c1ccccc1	101.0	-0.1
16	COc1cccc(NC(=O)c2cnc(SCC(=O)N3CCOCC3)n(C)c2=O)c1	116.0	1.9
17	c1ccc2c(c1)CC(N1CCOCC1)C2	100.0	-0.1
18	Cc1ccc(NC(=O)Cn2nnc(S(=O)(=O)c3ccc(C(C)(C)C)cc3)c2N)c(C)c1	103.0	0.3
19	Cc1c(C#N)c2nc3c(c(-c4ccccc4)c2n1-c1ccccc1)CCCC3	104.0	0.4
20	COc1ccc(OC)c(CNS(=O)(=O)c2ccc3c(c2)CCCN3C(C)=O)c1	103.0	-1
21	N=c1c(C(=O)NCc2ccco2)cc2c(=O)n3ccccc3nc2n1CCCO	103.0	0.2
22	CCOC(=O)C(O)(c1csc(N)n1)c1c(C)nn(-c2ccc(C)cc2)c1N (stereo not given)	100.0	0
23	CC(C)N(Cc1nc(-c2ccccc2)no1)C(=O)C1CCCCC1	99.0	-1.5
24	O=C(Nc1cccnc1)C(c1ccccc1)c1ccccc1	102.0	-0.2
25	COc1oc(-c2ccc(F)cc2)nc1C(F)(F)F	103.0	0.2
26	Cc1ccc(NC(=O)c2ccco2)c(NC(=O)C(C)C)c1	99.0	-1.1
27	COC(=O)CC1Oc2ccccc2-n2cc(-c3ccc(Cl)cc3)nc21 (stereo not given)	111.0	1.9
28	Cc1ccc(C)c2[nH]c(=O)c(CN(CCCN3CCCC3=O)S(=O)(=O)c3ccc(F)cc3)cc12	103.0	0.3
29	CCS(=O)(=O)N1CCCC(C(=O)NC2CC2)C1 (stereo not given)	101.0	-0.6
30	CCc1nnc(SCc2cccc(OC)c2)c2cc3occc3n12	102.0	0.3
31	C/C=C/C(=O)Oc1ccc(Cl)cc1	101.0	-0.1
32	CCCOC1(C(F)(F)F)NC(=O)N(c2ccc(Cl)cc2)C1=O (stereo not given)	102.0	-0.1
33	CC(C)(C)C(=O)Nc1cccc(-c2cn3cccnc3n2)c1	107.0	-0.1
34	Cc1cccc(C(=O)Nc2ccc3[nH]c(=O)[nH]c3c2)c1	101.0	-0.2
35	CCN(CCN(C)C)Cc1ccc(NC(C)=O)cc1	100.0	-0.2
36	C=CCSc1nnc(NC(=O)CCNC(=O)c2ccco2)s1	105.0	0.5
37	CCOC(=O)Cc1nc2ccccc2[nH]1	104.0	0.2
38	CC(C)(C)c1cc(C#N)cc(C(C)(C)C)c1O	99.0	-0.3
39	Cc1ccc(/C=N/NC(=O)c2ccccc2NS(=O)(=O)c2cccs2)o1	103.0	0
40	Cc1cccc(Cn2cc3c(=O)n(CC(=O)Nc4ccc(C)c(F)c4)nc-3c3cc(F)ccc32)c1	115.0	1.4
41	O=C(O)c1cc(-c2cccs2)nc2ccccc12	101.0	0
42	COc1ccc(S(=O)(=O)c2cnc3cc4c(cc3c2N2CCC(C(N)=O)CC2)OCCO4)cc1	102.0	0
43	CCOC(=O)CC(=O)CSc1nc2ccccc2c(=O)n1-c1ccc(C(=O)NCCOC)cc1	104.0	-0.4
44	COc1ccc(C)cc1NC(=O)c1ccc2c(=O)n3c(nc2c1)CCCCC3	104.0	-1.2
45	CCCCSC(=O)Nc1ccccc1	102.0	1
46	O=C(OC1CCCCC1=O)c1ccc2c(c1)C(=O)N(Cc1ccco1)C2=O (stereo not given)	109.0	0.8
47	C=CCNC(=S)Nc1ccc2cn[nH]c2c1	114.0	0.9
48	O=C(OC1CCCCC1=O)c1ccc2c(c1)OCO2 (stereo not given)	101.0	-0.2
49	CCOC(=O)C1CCCN(S(=O)(=O)c2ccc(N3CCCCS3(=O)=O)cc2)C1 (stereo not given)	106.0	0
50	COc1ccccc1CNC(=O)CC(c1ccc(OC)c(OC)c1)N1Cc2ccccc2C1=O (stereo not given)	105.0	-0.3
51	CC(C)n1cnc2cc(NCc3ccc(Br)cc3)ccc21	103.0	1.2
52	O=C1Cc2ccccc2C(=O)N1c1ccc(Br)cn1	104.0	0.4
53	Cc1ccc(-n2nc(C)c3c(C)cc(=O)n(CC(=O)Nc4cccc(C)c4C)c32)cc1	105.0	-0.3
54	CCc1ccccc1N1CC(c2nc3ccccc3n2CCOc2ccc(Cl)c(C)c2)CC1=O (stereo not given)	103.0	-0.7
55	CCOC(=O)c1cncc(C#CCOC(=O)Nc2cc(Cl)cc(Cl)c2)c1	99.0	-1
56	CSc1ncccc1C(=O)OCc1c(C)noc1C	109.0	1.1
57	Cn1c(=O)n(Cc2ccc(Cl)cc2)c2ccccc21	100.0	-0.4
58	CC(=O)N1CCC(N(Cc2ccco2)C(=O)Nc2ccc(Br)cc2F)CC1	111.0	0.1
59	Cc1cccc(N2CCN(C(=O)C3CCC(CNS(=O)(=O)c4ccc(Br)s4)CC3)CC2)c1C (stereo not given)	108.0	-0.1
60	O=C(O)c1ccc(NC(NC(=O)c2ccco2)C(=O)c2ccccc2)cc1 (stereo not given)	100.0	-0.1

Molecules above with a tert-butyl group, in the order listed:
cpd	structure	Polio RdRp inh	Polio RdRp inh FP z-score
18	Cc1ccc(NC(=O)Cn2nnc(S(=O)(=O)c3ccc(C(C)(C)C)cc3)c2N)c(C)c1	103.0	0.3
33	CC(C)(C)C(=O)Nc1cccc(-c2cn3cccnc3n2)c1	107.0	-0.1
38	CC(C)(C)c1cc(C#N)cc(C(C)(C)C)c1O	99.0	-0.3

(listing goes on)
(61) CCc1nc2cccnc2n1-c1ccc(CC(=O)Nc2ccccc2Cl)cc1
(62) CCN1CCN(C(c2ccc(OC)cc2)c2c(O)cc(C)n(Cc3ccco3)c2=O)CC1 (stereo not given)
(63) CCCNC(=O)CCCN1C(=O)CCn2nc(-c3cccn3C)cc21
(64) CCN(CC)c1ccc(NC(=O)C(C)(C)C)cc1
(65) CCCc1ccc(-c2ccc(C(=O)Oc3ccc(Br)cc3)cc2)nc1
(66) CCOc1ccc(CNC2CCCc3ccccc32)cc1 (stereo not given)
assay / entry | 61 | 62 | 63 | 64 | 65 | 66
Polio RdRp inh | 103.0 | 105.0 | 107.0 | 101.0 | 103.0 | 101.0
Polio RdRp inh FP z-score | -0.7 | -0.7 | 0 | -0.3 | 0 | -0.3

Single records (already shown). Order of screens: Polio RdRp inh, Polio RdRp inh FP z-score
CCc1nc2cccnc2n1-c1ccc(CC(=O)Nc2ccccc2Cl)cc1 is listed as 103.0, -0.7
CCOc1ccc(CNC2CCCc3ccccc32)cc1 (stereo not given) is listed as 101.0, -0.3

(list continues)
(67) O=C(Cc1ccccc1)Nc1ccccc1CO
(68) O=C1/C(=C/c2ccccc2)Oc2c1ccc(O)c2CN1CCOCC1
(69) O=CN1CCN(C(=O)c2ccccc2)CC1
(70) CC1(C)CC(N=Cc2ccccc2O)CC(C)(C)N1
(71) Brc1ccc(-c2cc3c(N4CCN(c5ccccc5)CC4)nccn3n2)cc1
(72) COc1ccc(-c2cc(OC(=O)c3cccc(Cl)c3)c3c(C)oc(C)c3c(=O)c2)cc1
assay / entry | 67 | 68 | 69 | 70 | 71 | 72
Polio RdRp inh | 99.0 | 101.0 | 104.0 | 107.0 | 103.0 | 114.0
Polio RdRp inh FP z-score | -0.2 | -0.2 | 0.1 | 0.5 | -0.7 | 2

(73) COc1ccc(NC(=O)CSc2nccn2Cc2ccco2)cc1OC
(74) O=C(NC1CC1)c1cc(S(=O)(=O)N2CCCCC2)ccc1N1CCOCC1
(75) Cc1ccccc1NC(=O)c1c(C)oc2ccc(O)c(CN3CCN(C)CC3)c12
(76) COc1ccc(-c2noc(CCC(=O)NC(C)C)n2)cc1OC
(77) CC1C=CCC2C(=O)N(c3cccc(O)c3)C(=O)C12 (stereo not given)
(78) CCC(CC)C(=O)Nc1cccc(C(=O)NC(C)(C)C)c1
assay / entry | 73 | 74 | 75 | 76 | 77 | 78
Polio RdRp inh | 103.0 | 104.0 | 100.0 | 101.0 | 103.0 | 103.0
Polio RdRp inh FP z-score | -1 | 0.2 | -1.7 | -0.1 | 0.7 | 0.5

Reformatted with two lines to a compound: entries from further up.
Values run as follows: Polio RdRp inh	Polio RdRp inh FP z-score
[75] Cc1ccccc1NC(=O)c1c(C)oc2ccc(O)c(CN3CCN(C)CC3)c12
  100.0	-1.7
[73] COc1ccc(NC(=O)CSc2nccn2Cc2ccco2)cc1OC
  103.0	-1
[74] O=C(NC1CC1)c1cc(S(=O)(=O)N2CCCCC2)ccc1N1CCOCC1
  104.0	0.2
[76] COc1ccc(-c2noc(CCC(=O)NC(C)C)n2)cc1OC
  101.0	-0.1
[78] CCC(CC)C(=O)Nc1cccc(C(=O)NC(C)(C)C)c1
  103.0	0.5

Further results:
(79) COc1cccc(/C=C2\CCCCC2=O)c1
(80) CCC(CC)n1c(COc2ccccc2Cl)nnc1SC(C)C#N (stereo not given)
(81) N#Cc1ccccc1S(=O)(=O)Nc1cccc(-c2nnc3n2CCCCC3)c1
(82) CCc1ccc2nc(N3CCC(C(=O)NC4CCCCC4)CC3)sc2c1
(83) COc1ccc(CC2C(=O)N(C)C(=O)N(C)C2=O)cc1
(84) CN(Cc1nc2ccccc2c(=O)n1CC(N)=O)C1CCCCC1
assay / entry | 79 | 80 | 81 | 82 | 83 | 84
Polio RdRp inh | 101.0 | 105.0 | 100.0 | 102.0 | 101.0 | 102.0
Polio RdRp inh FP z-score | -0.3 | 0.3 | -0.3 | 0 | 0 | -0.1

(85) CC1=CCC2C(=O)N(c3cccc(C(=O)NCc4ccccc4)c3)C(=O)C2C1 (stereo not given)
(86) CCOC(=O)C1CCCN(S(=O)(=O)c2ccc3c(c2)CCN3C(=O)CC)C1 (stereo not given)
(87) CCc1ccc(CN2CCc3nc(N4CCN(c5ccccc5F)CC4)ncc3C2)cc1
(88) O=C(NCc1ccc(F)cc1)C1CCC(=O)N1CCc1ccccc1 (stereo not given)
(89) CC(C)(C)S(=O)(=O)c1ccccc1C(=O)O
(90) CCOC(=O)c1oc2ccc(Br)cc2c1COC(=O)CNC(=O)c1cccc(OC)c1
assay / entry | 85 | 86 | 87 | 88 | 89 | 90
Polio RdRp inh | 104.0 | 115.0 | 109.0 | 103.0 | 102.0 | 101.0
Polio RdRp inh FP z-score | 0.5 | 0.7 | 0.6 | 1.1 | 0.1 | 0.2

(91) COc1cc(C(=O)OC2CC3CCC2(C)C3(C)C)ccc1O (stereo not given)
(92) CCc1ccc(NS(=O)(=O)c2cc(-c3cnc(C4CC4)o3)ccc2C)cc1
(93) O=C(O)C1CCCN1C(=O)OCC1c2ccccc2-c2ccccc21 (stereo not given)
(94) O=C(c1ccccc1)c1cc2ccccc2o1
(95) Cc1csc(NC(=O)c2ccccc2)n1
(96) CCCCOC(=O)Cn1nnc2sc(-c3ccccc3)cc2c1=O
assay / entry | 91 | 92 | 93 | 94 | 95 | 96
Polio RdRp inh | 101.0 | 109.0 | 106.0 | 98.0 | 99.0&102.0 | 115.0
Polio RdRp inh FP z-score | 0.3 | 0.7 | 0.5 | -0.5 | -0.4&0.3 | 1.3

(97) Cc1ccc(-c2nc3cc(Cl)ccc3o2)cc1NC(=O)COc1ccc(F)cc1
(98) Cc1nnc2c3ccccc3nc(N3CCN(c4cccc(Cl)c4)CC3)n12
(99) O=C(c1cn[nH]c1C1CCNCC1)N1CCN(c2ccccc2)CC1
(100) N#CCC(=O)c1c[nH]c2ccccc12
(101) Cc1cc2c(cc1S(=O)(=O)CCC(=O)Nc1ccc(OC(F)(F)F)cc1)OCC(=O)N2
(102) Cc1nc2sccn2c(=O)c1S(=O)(=O)NCCCN1CCN(c2ccccc2)CC1
(103) CN(CCCN1C(=O)c2ccccc2C1=O)CCCN1C(=O)c2ccccc2C1=O
assay / entry | 97 | 98 | 99 | 100 | 101 | 102 | 103
Polio RdRp inh | 106.0 | 98.0 | 102.0 | 101.0 | 102.0 | 101.0 | 102.0
Polio RdRp inh FP z-score | -0.1 | -1.4 | -0.1 | -0.2 | -0.9 | -0.1 | 0.1
